Screens as filed in PubChem.
Nrf2 block: blocks Nrf2 signaling; Potency, µM (top dose mostly 46 µM), without a hit: top-dose activity change, negative = inhibition, most hits filed as inhibitors; 360,000 compounds, 2.1% hits; A549 ARE-Fluc reporter, luciferase luminescence, 18-24 h; note: potency is the fitted concentration of half-maximal effect; % is set by controls: 0 for no effect and ±100 for the full control effect; nearly all actives have a fitted effect of over 60% in size
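Nrf2 function is reported as luminescence of an ARE-controlled luciferase in A549 cells. Compounds were tested at several concentrations, and a CellTiter-Fluor read on the same wells flagged cytotoxicity.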
Abeta rescue: compounds reversing amyloid beta toxicity in yeast. yeast expressing A-beta42, growth rescue, OD600, 48 h; response scale: 0% DMSO, 100% iron-clioquinol control. Potency, µM (top dose mostly 46.1 µM), for the others: at the top dose growth rescue, actives largely listed as activators. 410,000 compounds, 0.063% hits. AID 1347071; note: potency is the fitted concentration of half-maximal effect; nearly all actives have a fitted effect of over 55% in size
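Growth rescue measured by 600 nm absorbance after 48 h yeast culture at 30 C with compound. Values normalized between DMSO and an equimolar ferric chloride plus clioquinol control.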
CCT modulator: cytosolic chaperonin activity modulation. AID 651819. activity change, % (test concentration not listed), hits read low. purified chaperonin ATPase assay, HTRF ADP detection, 30 min. 360,000 compounds, 0.3% hits; in the data active = activity change below about -30%; note: % is set by controls: 0 for no effect and ±100 for the full control effect
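We incubate TRiC, 40 or 20 nM final, with library compounds at 76 uM and 10 uM ATP for 30 min at 37 °C. ADP formed is detected with Transcreener HTRF reagents after 30 min at room temperature.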
MmCpn inh: M. maripaludis TRiC chaperonin inhibition; Potency, µM (top dose mostly 76.9 µM), without a hit: top-dose activity, negative = inhibition, actives largely listed as inhibitors; 330,000 compounds, 0.031% hits; purified Mm-Cpn ATPase, ADP Transcreener TR-FRET; note: potency is the fitted concentration of half-maximal effect; % is set by controls: 0 for no effect and ±100 for the full control effect; nearly all actives have a fitted effect of over 80% in size
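ATPase turnover read by TR-FRET ADP competition (Eu cryptate antibody/ADP-d2, 665/590 nm): 10uM ATP final, 25nM Mm-CPN final, 30 min 37degC after 10-min compound preincubation, pH 7.4 Tris/KCl/MgCl2/DTT buffer.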
A549 tox: A549 cytotoxicity, counter-screen for Nrf2 inhibitors. 390,000 compounds, 0.16% hits. AID 504648. A549 ARE-Fluc cells, CellTiter-Fluor viability, 18-24 h. Potency, µM (highest dose often 46 µM), for the others: top-dose activity change, negative = cytotoxicity, usual class: inhibitors; note: potency is the fitted concentration of half-maximal effect; % is set by controls: 0 for no effect and ±100 for the full control effect
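Cytotoxicity counterscreen: CellTiter-Fluor fluorescence was measured in A549 ARE_Fluc cells after 18-24 h of compound exposure in a concentration series. The subsequent BugLite luminescent read reports ARE-luciferase activity.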
Nrf2 ARE act: activates Nrf2 signaling | AREc32 ARE-luciferase reporter (MCF7-derived line), luminescence, 24 h | AID 624171 | Potency, µM (doses to about 46.1 µM), inactives show at the top dose activation, actives largely listed as activators | 410,000 compounds, 0.31% hits; note: potency is the fitted concentration of half-maximal effect; % of control where 0% means no effect; nearly all actives have a fitted effect of over 65% in size
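ARE-driven firefly luciferase activity in AREc32 cells measured after a 24 hr compound exposure at 37 deg C, using Steady-Glo reagent and a 30 min room-temperature hold.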
Akt phos inh: Akt phosphorylation inhibition; Neuro2A IGF-stimulated pAkt S473 HTRF, 20 min; active compounds read low; 360,000 compounds, 0.32% hits; AID 651550; activity change, % for hits at 50 µM; in the data active = activity change below about -80%; inconclusive = mostly about -51% to -80%; note: % is set by controls: 0 for no effect and ±100 for the full control effect
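Neuro2A cells (4,500/well, DMEM with 0.5% FBS) were treated with compound at a single 50 µM final concentration, stimulated with 6 nM IGF for 20 min at 37 °C, and lysed. Phospho-Akt Ser473 was read by HTRF as 665/615 ratio ×10^4.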
HepG2 viability: HepG2 cytotoxicity, counter-screen for TGF-b inhibitors; HepG2 CAGA-GFP viability, ATP luminescence, 18 h; Potency, µM (highest dose often 46.1 µM), for the others: top-dose activity change, negative = cytotoxicity, actives largely listed as cytotoxic; 410,000 compounds, 0.76% hits; AID 588856; note: potency is the fitted concentration of half-maximal effect; some results filed as inactive show a strong effect at the top dose
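CellTiter-Glo luminescence gave cytotoxicity after 18 hours at 37 degrees C. The cells were HepG2 CAGA-GFP in 1% FBS DMEM, stimulated with 500 pg/mL TGF-beta after compound addition. %Activity was normalised to no-cell wells (complete cell-killing) and DMSO (no toxicity), and curves were fitted and classified.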
TGFb SMAD3 inh: TGF-b pathway inhibition | 410,000 compounds, 1.2% hits | HepG2 CAGA-GFP TGF-b/SMAD3 reporter, GFP fluorescence, 18 h; TGF-beta stimulated, 500 pg/mL final | Potency, µM (top dose mostly 46.1 µM), inactives show top-dose activity, negative = inhibition, actives largely listed as inhibitors; note: potency is the fitted concentration of half-maximal effect; % is set by controls: 0 for no effect and ±100 for the full control effect; nearly all actives have a fitted effect of over 65% in size
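GFP signal (ex488/em500-530) from TGF-beta-stimulated HEPG2 CAGA-GFP cells, 500 pg/mL final, 18 h at 37 degrees C in DMEM plus 1% FBS, normalized to unstimulated and DMSO-stimulated controls.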
The depositor's hits bear a star. Unless noted, calls come from the whole dose curve; as a rule, active = well fitted curve in the direction sought with a large enough effect; inconclusive = small, poorly fitted or top-dose-only effect, or another doubt; inactive = no such curve, though single readings can be large; an effect the other way counts as inactive or inconclusive.

`Clc1ccc(C2CC(c3cccs3)n3ncnc3N2)cc1` (stereo not given) gave Nrf2 block 3%, Abeta rescue -14%, CCT modulator -3.4, MmCpn inh 2%, A549 tox 1%, Nrf2 ARE act 4.4%, Akt phos inh inactive, HepG2 viability 9% and TGFb SMAD3 inh 4%.
For CCOc1ccc(C(=O)Nc2c(C)nc(Nc3ccccc3)nc2Nc2ccccc2)cc1OCC the results were Nrf2 block -28%, Abeta rescue -6%, A549 tox -10%, Nrf2 ARE act 0.7%, HepG2 viability -6% and TGFb SMAD3 inh 7%.
`COC(=O)[C@]1(Sc2ccc(OC)cc2)CC(=O)N[C@@H]1c1ccccc1` gave Abeta rescue -9%, CCT modulator -0.4, Nrf2 ARE act 3.8% and Akt phos inh inactive.
For CCOC(=O)C1=C(CC)Nc2ccccc2N/C1=N\S(=O)(=O)c1ccccc1OC the results were Nrf2 block -24%, Abeta rescue -7%, CCT modulator 1.2, MmCpn inh 1%, A549 tox 15%, Nrf2 ARE act 0.2%, Akt phos inh inactive, HepG2 viability -14% and TGFb SMAD3 inh 2%.
For CC(NCC(=O)NC(=O)NCCC1=CCCCC1)c1ccc(S(N)(=O)=O)cc1 (stereo not given) the results were Nrf2 block -24%, Abeta rescue -15%, CCT modulator -0.9, A549 tox 0%, Nrf2 ARE act 1.5%, Akt phos inh inactive, HepG2 viability -10% and TGFb SMAD3 inh 1%.
`CCOc1ccc(-c2n[nH]c(C)c2Oc2ccccc2OC)c(O)c1` gave Nrf2 block inconclusive, Abeta rescue 11%, CCT modulator -2.8, MmCpn inh 0%, A549 tox inconclusive, Nrf2 ARE act 10%, Akt phos inh inactive, HepG2 viability -46% and TGFb SMAD3 inh inconclusive.
Screening Cc1oc(-c2ccc(C(=O)N(C)Cc3ccccc3)cc2)nc1CN1CCc2ccccc21 returned Abeta rescue 1%, A549 tox -3%, Nrf2 ARE act -0.1%, HepG2 viability -6% and TGFb SMAD3 inh inconclusive.
CC(=O)C1(C)CCC2C3C=C(C)C4=CC(=O)CCC4(C)C3CCC21C (stereo not given) was read as Nrf2 block inconclusive, Abeta rescue -23%, CCT modulator -1.3, A549 tox -5%, Nrf2 ARE act -0.1%, Akt phos inh inactive, HepG2 viability -9% and TGFb SMAD3 inh -20%.
`CCC(=O)N1c2ccccc2CC1C(=O)NCc1ccc(CC)cc1` (stereo not given) gave Abeta rescue -12%, A549 tox 12%, Nrf2 ARE act -0.6%, HepG2 viability -24% and TGFb SMAD3 inh 1%.
CC1(C#N)c2ccccc2C(Br)=CN1C(=O)c1ccccc1 (stereo not given) was read as Nrf2 block -6%, Abeta rescue -10%, CCT modulator -0.2, MmCpn inh -2%, A549 tox 10%, Nrf2 ARE act 0.4%, Akt phos inh inactive, HepG2 viability -38% and TGFb SMAD3 inh -3%.
For CCOc1ccc(NC(=O)CN2CCN(C3c4ccccc4-c4ccccc43)CC2)cc1 the results were Nrf2 block 10%, Abeta rescue 16%, CCT modulator -0.2, MmCpn inh 1%, A549 tox -4%, Nrf2 ARE act 0.6%, Akt phos inh inactive, HepG2 viability -12% and TGFb SMAD3 inh 17%.
`CC(=O)c1ccc(NC(=O)C2CCN(S(=O)(=O)c3cccc4nonc34)CC2)cc1` gave Nrf2 block -4%, Abeta rescue 15%, CCT modulator 1.5, MmCpn inh 1%, A549 tox 0%, Nrf2 ARE act 0.1%, Akt phos inh inactive, HepG2 viability 10% and TGFb SMAD3 inh 3%.

The last 4 compounds of the part above lead into the next.
`CCC(=O)N1c2ccccc2CC1C(=O)NCc1ccc(CC)cc1` (stereo not given) gave Abeta rescue -12%, A549 tox 12%, Nrf2 ARE act -0.6%, HepG2 viability -24% and TGFb SMAD3 inh 1%.
CC1(C#N)c2ccccc2C(Br)=CN1C(=O)c1ccccc1 (stereo not given) was read as Nrf2 block -6%, Abeta rescue -10%, CCT modulator -0.2, MmCpn inh -2%, A549 tox 10%, Nrf2 ARE act 0.4%, Akt phos inh inactive, HepG2 viability -38% and TGFb SMAD3 inh -3%.
For CCOc1ccc(NC(=O)CN2CCN(C3c4ccccc4-c4ccccc43)CC2)cc1 the results were Nrf2 block 10%, Abeta rescue 16%, CCT modulator -0.2, MmCpn inh 1%, A549 tox -4%, Nrf2 ARE act 0.6%, Akt phos inh inactive, HepG2 viability -12% and TGFb SMAD3 inh 17%.
`CC(=O)c1ccc(NC(=O)C2CCN(S(=O)(=O)c3cccc4nonc34)CC2)cc1` gave Nrf2 block -4%, Abeta rescue 15%, CCT modulator 1.5, MmCpn inh 1%, A549 tox 0%, Nrf2 ARE act 0.1%, Akt phos inh inactive, HepG2 viability 10% and TGFb SMAD3 inh 3%.
For Cc1ccccc1NC(=O)COc1ccc2oc3c(c2c1)CCCC3 the results were Nrf2 block 2%, Abeta rescue -14%, A549 tox 4%, Nrf2 ARE act -0.6%, HepG2 viability -11% and TGFb SMAD3 inh 0%.
`C/C=C\C=C/C(=O)Nc1cccc(C2=NOC3(C2)C[C@H](C(N)=O)N(C(=O)c2ccc(OC)cc2)C3)c1` (stereo not given in full) gave Nrf2 block -8%, Abeta rescue -4%, CCT modulator -1.9, MmCpn inh -3%, A549 tox -1%, Nrf2 ARE act -0.5%, Akt phos inh inactive, HepG2 viability 5% and TGFb SMAD3 inh 22%.
For CCCCSc1nnc(-c2ccccc2N)c(=O)[nH]1 the results were Nrf2 block inconclusive, Abeta rescue -13%, CCT modulator -2.0, MmCpn inh 1%, A549 tox -1%, Nrf2 ARE act 2.6%, Akt phos inh inactive, HepG2 viability -12% and TGFb SMAD3 inh 31%.
COc1ccc(Nc2oc(-c3ccc(Cl)cc3)nc2C#N)cc1 was read as Nrf2 block -5%, Abeta rescue 7%, CCT modulator -7.2, MmCpn inh -3%, A549 tox inconclusive, Nrf2 ARE act -0.9%, Akt phos inh inactive, HepG2 viability -14% and TGFb SMAD3 inh -13%.
CC1(C)CC(CC(=O)Nc2nccs2)(c2ccccc2)CCO1 (stereo not given) was read as Nrf2 block 5%, Abeta rescue 3%, CCT modulator -5.1, MmCpn inh 0%, A549 tox -8%, Nrf2 ARE act -0.4%, Akt phos inh inactive, HepG2 viability 4% and TGFb SMAD3 inh 12%.
CCCCn1c(N)c(N(CCC)C(=O)C2CCCC2)c(=O)[nH]c1=O was read as Nrf2 block 19%, Abeta rescue inconclusive, CCT modulator -1.5, MmCpn inh -1%, A549 tox 0%, Nrf2 ARE act -0.5%, Akt phos inh inactive, HepG2 viability 9% and TGFb SMAD3 inh 0%.
O=C(C1CCC1)N1CCN(S(=O)(=O)c2ccccc2)CC1 was read as Nrf2 block -13%, Abeta rescue -14%, CCT modulator 0.8, MmCpn inh 1%, A549 tox 1%, Nrf2 ARE act 2.4%, Akt phos inh inactive, HepG2 viability -11% and TGFb SMAD3 inh 3%.
`Cc1ccccc1NC(=O)C(C)c1cccc(C(=O)c2ccccc2)c1` (stereo not given) gave Nrf2 block inconclusive, Abeta rescue -7%, CCT modulator -3.0, MmCpn inh 0%, A549 tox 1%, Nrf2 ARE act 0.0%, HepG2 viability -29% and TGFb SMAD3 inh -13%.
Screening CC(Oc1ccc(F)cc1)C(=O)Nc1cc(S(=O)(=O)N2CCCCC2)ccc1N1CCN(C)CC1 (stereo not given) returned Nrf2 block -5%, Abeta rescue -8%, CCT modulator -0.5, A549 tox -13%, Nrf2 ARE act 1.7%, Akt phos inh inactive, HepG2 viability -37% and TGFb SMAD3 inh -23%.
`CCC(Oc1ccccc1)C(=O)Nc1ccc(S(=O)(=O)Nc2cnc3ccccc3n2)cc1` (stereo not given) gave Nrf2 block -17%, Abeta rescue 9%, CCT modulator -1.9, MmCpn inh 0%, A549 tox -1%, Nrf2 ARE act 0.2%, Akt phos inh inactive, HepG2 viability 3% and TGFb SMAD3 inh 0%.
`Cc1ccc(-c2nc(N/N=C/c3cccc([N+](=O)[O-])c3)c3ccccc3n2)cc1` gave Nrf2 block inconclusive, Abeta rescue -3%, CCT modulator 1.1, MmCpn inh 0%, A549 tox 3%, Nrf2 ARE act 3.7%, Akt phos inh inactive, HepG2 viability -19% and TGFb SMAD3 inh -2%.
Screening CCOc1ccc(NS(=O)(=O)c2ccc(OCC(=O)NCc3ccncc3)cc2)cc1 returned Nrf2 block -11%, Abeta rescue 9%, CCT modulator 1.1, MmCpn inh 3%, A549 tox -3%, Nrf2 ARE act 0.1%, Akt phos inh inactive, HepG2 viability 34% and TGFb SMAD3 inh 24%.
COc1ncc(-c2ccc(N3C(c4ccsc4)=Cc4ccccc4C3CC(C)=O)cc2)cn1 (stereo not given) was read as Abeta rescue 3%, CCT modulator 1.5, Nrf2 ARE act 0.4% and Akt phos inh inactive.
For CCOc1ccccc1/C=C(/C#N)C(N)=O the results were Nrf2 block 9%, Abeta rescue 6%, CCT modulator -0.6, MmCpn inh 1%, A549 tox -7%, Nrf2 ARE act 0.6%, Akt phos inh inactive, HepG2 viability -20% and TGFb SMAD3 inh -10%.
CN(C)C(=O)CSc1nnc(Cc2ccc([N+](=O)[O-])cc2)o1 was read as Nrf2 block 10%, Abeta rescue 5%, CCT modulator -2.9, MmCpn inh 0%, A549 tox 22%, Nrf2 ARE act -0.8%, Akt phos inh inactive, HepG2 viability -6% and TGFb SMAD3 inh 36%.
